HDAC3 inh: inhibitors of human histone deacetylase 3 | O15379 | recombinant HDAC3, fluorogenic peptide/trypsin coupled, fluorescence | inhibition, % at 8.3 µM | actives 0.15% (n = 320,000) | AID 2718; in the data active = inhibition above about 26%, passing the limit was not always enough
TRPC6 activator: activators of mouse TRPC6 channel. AID 2550. Q61143. B-score at 10 µM. actives 0.13% (n = 310,000). HEK293-TRPC6 membrane potential dye fluorescence; active compounds read high;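 active = B-score of the integrated fluorescence ratio above library mean plus 3 SD, and starting fluorescence ratio within library mean plus 5 SD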;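 note: higher score means more depolarization so channel activation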
MrgX1 allo act: human MrgX1 positive allosteric modulation, primary screen. actives 0.63% (n = 310,000). B-score at 10 µM. AID 588675. MrgX1-HEK293, Fluo-4 calcium flux, FDSS; active compounds read high;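 active = plate-corrected calcium response at least 3 library SD above typical, normal starting fluorescence, not activating the receptor alone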;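 note: compound read alongside a low EC10 to EC30 dose of BAM8-22 agonist; peak minus trough fluorescence over baseline measured at the second addition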
TMEM16A inh: inhibitors of mouse TMEM16A calcium-activated chloride channel; Q8BHY3; HEK293 TMEM16A/YFP iodide influx fluorescence, ionomycin; normalized B-score (activity score, 25-100; higher = stronger inhibition) at 10 µM; actives 1.2% (n = 310,000); AID 588511;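 active = ratio plate-corrected score three or more library SD toward inhibition, starting fluorescence score within five deviations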;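 note: score derived from kinetic fluorescence span divided by baseline fluorescence per well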
Target sequence (Q8BHY3 whole entry, looked up): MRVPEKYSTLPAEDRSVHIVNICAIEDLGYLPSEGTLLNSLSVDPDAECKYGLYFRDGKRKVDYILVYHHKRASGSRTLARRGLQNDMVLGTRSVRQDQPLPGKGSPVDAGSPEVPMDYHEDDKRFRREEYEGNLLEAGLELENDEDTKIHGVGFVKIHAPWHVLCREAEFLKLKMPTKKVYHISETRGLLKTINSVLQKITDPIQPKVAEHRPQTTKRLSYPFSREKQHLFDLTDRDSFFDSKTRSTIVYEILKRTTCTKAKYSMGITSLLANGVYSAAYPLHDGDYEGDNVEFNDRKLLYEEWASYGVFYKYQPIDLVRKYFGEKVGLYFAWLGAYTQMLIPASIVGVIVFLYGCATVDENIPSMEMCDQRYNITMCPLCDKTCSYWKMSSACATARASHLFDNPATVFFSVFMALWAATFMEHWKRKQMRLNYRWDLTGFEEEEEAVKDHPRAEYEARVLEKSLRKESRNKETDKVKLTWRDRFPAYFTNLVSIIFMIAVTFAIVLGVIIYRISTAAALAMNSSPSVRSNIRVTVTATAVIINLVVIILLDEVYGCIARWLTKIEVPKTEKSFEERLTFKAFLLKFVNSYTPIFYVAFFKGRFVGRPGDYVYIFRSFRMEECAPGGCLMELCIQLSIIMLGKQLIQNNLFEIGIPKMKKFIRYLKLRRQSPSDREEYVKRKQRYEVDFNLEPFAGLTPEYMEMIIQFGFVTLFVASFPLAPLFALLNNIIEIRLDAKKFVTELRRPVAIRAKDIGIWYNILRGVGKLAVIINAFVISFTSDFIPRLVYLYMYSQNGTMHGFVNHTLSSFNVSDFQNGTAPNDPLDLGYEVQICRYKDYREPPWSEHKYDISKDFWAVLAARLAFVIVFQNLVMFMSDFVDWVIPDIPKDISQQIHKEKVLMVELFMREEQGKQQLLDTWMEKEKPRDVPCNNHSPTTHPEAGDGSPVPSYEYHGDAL
SKKanGAS inh: SKKanGAS growth inhibition; S. pyogenes SKKanGAS, kanamycin growth, BacTiter-Glo, 6 h; actives 1.3% (n = 300,000); inhibition, % at 7.5 µM; AID 1662;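 active = mean replicate score, as percent of positive control median, at least 50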;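 note: strain carries kanamycin resistance gene driven by streptokinase promoter and grows in 40 µg/ml kanamycin; loss of luminescence reflects streptokinase promoter inhibition or plain growth inhibition; 0% = median of DMSO wells and 100% = positive control at its reference dose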
TRPC6 inhibitor: blocks the mouse TRPC6 cation channel | HEK293-TRPC6, membrane potential dye, ACh-evoked depolarization; active compounds read low | Q61143 | B-score at 10 µM | actives 1.1% (n = 310,000);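 active = B-score under library mean minus 3 SD, initial fluorescence not abnormally high, positive integrated signal ratio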;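 note: B-score derived from integrated fluorescence ratio over the kinetic read; more negative B-score means stronger inhibition of depolarization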
MrgX1 ag: human MrgX1 receptor agonism, primary screen | MrgX1-HEK293 cells, Fluo-4 calcium fluorescence, agonist mode; active compounds read high | B-score at 10 µM | actives 0.44% (n = 310,000);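 active = calcium response B-score plate-corrected fluorescence ratio at least 3 library SD, with starting fluorescence B-score inside 5 SD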
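Assay system: stable human MrgX1 HEK293 cell line. Quantity: 15,000 cells per well. Schedule: cells plated overnight, dye loaded 0.5 h 37 °C, 0.5 h room temperature. Detection: Fluo-4 NW calcium-flux fluorescence, kinetic read. Read-out basis: peak-minus-minimum fluorescence over baseline, converted to B scores. Control set: positive and negative control wells on each plate.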
RGS4 inh: human RGS4 inhibition. B-score at 10 µM. actives 0.45% (n = 310,000). HEK293 M3R/RGS4 inducible, Fluo-4 calcium flux; active compounds read high; triggered by carbachol at its EC20. P49798;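 active = B-score, a plate-corrected calcium signal, over three deviations above library mean, with baseline fluorescence within five deviations of library mean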;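 note: RGS4 expression induced by doxycycline in cells with stable M3 receptor; B-score is computed from the integrated fluorescence ratio over baseline after carbachol; higher B-score means a larger calcium signal and so more RGS4 inhibition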
TMEM16A act: activators or potentiators of mouse TMEM16A chloride channel; HEK293 TMEM16A/YFP-H148Q/I152L, iodide quench fluorescence; active compounds read low; B-score at 10 µM; actives 0.3% (n = 340,000); AID 623877;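 active = fluorescence-ratio B-score plate-corrected deviation score at least 3 library SD below zero, with starting fluorescence score within 5 deviations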;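 note: channel opened by trigger with iodide after compound preincubation; score built on the fluorescence ratio of max minus min over baseline; more negative score means more quench and so TMEM16A activation or potentiation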
MrgX1 antagonist: antagonists of human MrgX1 receptor; Q96LB2; MRGX1-HEK293 calcium flux, Fluo-4, BAM8-22 antagonism; active compounds read low; B-score at 10 µM; actives 1.3% (n = 310,000); AID 588676;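 active = calcium-response B-score plate-corrected more than 3 library SD below zero, starting fluorescence within 5 deviations, no agonist response on first addition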;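 note: peak minus trough fluorescence over baseline after final BAM8-22 challenge near maximal dose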
RGS4 act: potentiators or activators of RGS4 | B-score at 10 µM | HEK293 M3R/inducible RGS4, carbachol calcium flux Fluo4; active compounds read low | actives 0.92% (n = 310,000);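 active = B-score of the integrated calcium signal more than 4 SD below the library mean, with starting fluorescence not abnormally high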;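 note: negative B-score means reduced calcium response which marks RGS4 activation or potentiation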
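Reagent: ECmax carbachol challenge; Test system: M3R-expressing HEK293 line, RGS4 induced by doxycycline; Schedule: overnight RGS4 induction, 30 min dye load 37 °C, 20 min compound RT; Detection: calcium dye Fluo4 fluorescence; Read-out: Agonist-evoked peak-minus-minimum fluorescence over baseline, integrated ratio, B score.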
The depositor's hits bear a star; i = inactive; nt = no result given.

SMILES | HDAC3 inh | TRPC6 activator | MrgX1 allo act | TMEM16A inh | SKKanGAS inh | TRPC6 inhibitor | MrgX1 ag | RGS4 inh | TMEM16A act | MrgX1 antagonist | RGS4 act
CCOc1cccc(OCCOCCNC(C)(C)C)c1 | -4 | i | i | i | 2 | i | i | i | i | i | i
O=C(c1ccc([N+](=O)[O-])c(CS(=O)(=O)c2ccc(Cl)cc2)c1)N1CCCCC1 | 5 | i | i | i | -1 | i | i | i | i | i | i
Cc1ccc(C(=O)c2c3ccc(C(F)(F)F)cc3[n+]([O-])n2CCCN)cc1 | -3 | i | i | i | 2 | -8.1* | i | i | i | i | i
CCOC(=O)C1CCN(C(=O)CNC(=O)OC(C)(C)C)CC1 | -8 | i | i | i | -3 | i | i | i | i | i | i
Cc1nc(C)n(CC(=O)c2ccc(Cl)cc2Cl)n1 | 8 | i | i | i | 44 | i | i | i | i | i | i
Cc1cccc(N(C(=O)CNC(=O)c2ccco2)C(C(=O)NC2CCCC2)c2cccnc2)c1 (stereo not drawn) | 4 | i | i | i | -3 | i | i | i | i | i | i
COc1ccc(NC(=O)c2cnc(SC)nc2)cc1 | 3 | i | i | i | 3 | i | i | i | i | i | i
COc1ccc(-c2ccnc3nc(N4CCN(c5ccccc5)CC4)nn23)cc1 | 6 | i | i | i | 7 | i | i | i | i | i | i
Cc1c(OCC(=O)N(C)C)ccc2c3c(c(=O)oc12)CCCCC3 | -2 | i | i | i | -13 | -11* | i | i | i | i | -7.9*
CCOc1ccccc1NC(=O)CN1C(=O)COc2ccc(Cl)cc21 | 3 | i | i | i | -5 | i | i | i | i | i | i
CCOc1cc(/C=N/NC(=O)C(O)(c2ccccc2)c2ccccc2)ccc1OC(=O)c1ccco1 | 5 | i | i | i | 7 | i | i | i | i | i | -10*
Cc1ccccc1-n1c(C)nnc1SCc1nc2ccccc2s1 | 0 | i | i | i | -3 | i | i | i | i | i | i
O=C(NN=C1CCCCCC1)c1ccc2c(c1)OCO2 | 6 | i | i | i | -8 | i | i | i | i | i | i
O=C(Cc1ccc(Cl)cc1)Nc1ccc(-c2cc3ccccc3oc2=O)c(Cl)c1 | -1 | i | i | i | 23 | i | i | i | i | i | i
CCN(C(=O)CSc1ncn[nH]1)C1CCCCC1 | 1 | i | i | i | 3 | i | i | i | i | i | i
C/C(=N\N1CCN(c2ccc(Cl)cc2)CC1)c1cccs1 | -1 | i | i | i | -12 | i | i | i | i | i | i
Cc1cccc2[nH]c(-c3ccc(NC(=O)c4ccco4)cc3)nc12 | 15 | i | i | i | -7 | i | i | i | i | i | i
S=C1NCCOCCOCCOCCNC(=S)NCCOCCOCCOCCN1 | -17 | i | i | i | 2 | i | i | i | i | i | i
CCOC(=O)[C@@H]1[C@H]2COc3ccc(Br)cc3[C@@H]2N2C(=O)N(c3ccc(F)cc3)C(=O)[C@]12C | 7 | i | i | i | 1 | i | i | i | i | i | i
CCOC(=O)C1(Cc2cccc(Cl)c2)CCCN(C(=O)CCOC)C1 (stereo not drawn) | 3 | i | i | i | 5 | i | i | i | i | i | i
COc1ccc(-n2c3c(cc(C#N)c2=O)C(=O)CCC3)cc1 | 5 | i | 11* | i | -2 | i | i | i | i | i | i
COc1ccc(C)cc1S(=O)(=O)N(C)CC(=O)NC1CCCCC1 | 3 | i | i | i | 6 | i | i | i | i | i | i
Clc1ccccc1C(c1nnnn1Cc1ccco1)N1CCN(Cc2ccco2)CC1 (stereo not drawn) | 4 | i | i | i | 0 | i | i | i | i | i | i
Brc1ccc(-c2noc3c2-c2nc(-c4ccccc4)sc2CC3)cc1 | 7 | i | i | i | 2 | i | i | i | i | i | i
Cc1ccc(CN2CCN(/N=C/c3cc([N+](=O)[O-])ccc3Cl)CC2)cc1 | 3 | i | i | i | -1 | i | i | i | i | i | i
O=C(c1ccccn1)N(c1ccccc1)C1(C(=O)NC2CCCCC2)CCCCC1 | -2 | i | i | i | 0 | i | i | i | i | i | i
CCN(CCn1cccn1)C(=O)CC1C(=O)NCCN1Cc1cc(OC)cc(OC)c1 (stereo not drawn) | -9 | i | i | i | 7 | i | i | i | i | i | i
O=C(CN1CCN(c2ccccc2O)CC1)Nc1ccc2c(c1)CCC2 | -3 | i | i | i | 0 | i | i | i | i | i | i
CC(=O)c1cnc2cc(-c3ccc(C)cc3)nn2c1C | 6 | i | i | i | 3 | i | i | i | i | i | i
CCc1n[nH]c2c1/C(=N\O)CC(C)(C)C2 | 3 | i | i | i | -3 | i | i | i | i | i | i
COc1ccc(-n2ncc3c(N4CCCCC4)ncnc32)cc1 | -15 | i | i | i | -4 | i | i | i | i | i | i
CCOC(=O)c1c(N)sc(C(C)=O)c1C | 6 | i | i | i | -1 | i | i | i | i | i | i
CN(C)c1ccc(NC(=O)c2ccc(N3CCOCC3)nc2)cc1 | 3 | i | i | i | 1 | i | i | i | i | i | i
COC(=O)c1sc(-c2ccccc2)cc1NC(=O)c1ccccc1 | -2 | i | i | i | -9 | i | i | i | i | i | i
Cn1c(CNC(=O)c2ccc(Cl)c(Cl)c2)nnc1SCC(=O)Nc1sc2c(c1C#N)CCCC2 | -3 | i | i | i | -2 | i | i | i | i | i | i
CCOC(=O)c1ccc(S(=O)(=O)Nc2ccc3cn[nH]c3c2)cc1 | 2 | i | i | i | -10 | i | i | i | i | i | i
COc1ccc(CCNC(=O)CCC2COc3ccccc3O2)cc1OC (stereo not drawn) | 1 | i | i | i | -3 | i | i | i | i | i | i
Oc1ccccc1/C=N/NC(=S)NCCc1ccccc1 | 8 | i | i | i | 96* | i | i | i | i | i | i
CC(=O)N1CCc2c(sc(NC(=O)Cc3ccccc3)c2C(N)=O)C1 | -6 | i | i | i | -1 | i | i | i | i | i | i
NC(=O)c1cnn2c(C(F)(F)F)cc(-c3ccccc3)nc12 | -1 | i | i | i | 3 | i | i | i | i | i | i
C/C(=N/OC(=O)c1ccc(C)cc1)c1cccs1 | 9 | i | i | i | 23 | i | i | i | i | i | i
O=c1[nH]n2c(=O)c3c([nH]c2c1N=Nc1cccc(Cl)c1)CCCC3 | 3 | i | i | i | 26 | i | i | i | i | i | i
CCCC(=O)Nc1nc2c(C)c(Cl)ccc2s1 | 1 | i | i | i | 6 | i | i | i | i | i | i
CCOC(=O)c1c(C)[nH]c(C(=O)COC(=O)c2ccccc2NC(=O)c2ccco2)c1C | 1 | i | i | i | 10 | i | i | i | i | i | i
CC(=O)c1cccc(CN2CCCC(CCC(=O)NCc3ccc(F)c(F)c3)C2)c1 (stereo not drawn) | 8 | i | i | i | -7 | i | i | i | i | i | i
Cc1ccccc1C(OCCN(C(C)C)C(C)C)c1ccccc1 (stereo not drawn) | -12 | i | i | i | -14 | -5* | i | i | i | i | -8.6*
COCCn1c(CN(C)Cc2ccccc2)nc2c1c(=O)n(C)c(=O)n2C | 6 | i | i | i | -1 | i | i | i | i | i | i
Cc1ccc(S(=O)(=O)N2CC(O)C[C@H]2C(=O)OCC(=O)Nc2ccc(N3CCCCC3)cc2)cc1C (stereo partly drawn) | nt | i | i | i | 6 | i | i | i | i | i | i
COc1ccc(C2C(C(C)=O)=C(O)C(=O)N2c2ccc(F)cc2)cc1 (stereo not drawn) | 3 | i | i | i | -4 | i | i | i | i | i | i
C/C(=N\NC(=O)c1ccc(CSc2cccc3cccnc23)cc1)C1CCCCC1 | -4 | i | i | i | 10 | i | i | i | i | i | i
(further entries)
SMILES | HDAC3 inh | TRPC6 activator | MrgX1 allo act | TMEM16A inh | SKKanGAS inh | TRPC6 inhibitor | MrgX1 ag | RGS4 inh | TMEM16A act | MrgX1 antagonist | RGS4 act
COc1ccc(C(=O)c2ccc(Cl)cc2Cl)cc1 | -1 | nt | i | i | 14 | nt | i | nt | i | i | nt
O=C(NC(=S)Nc1nc2ccccc2s1)c1ccco1 | -1 | i | i | i | 11 | i | i | i | i | i | i
CC(=O)Nc1ccc(NC(=O)C(C)N2CCN(S(=O)(=O)c3ccc(C)cc3)CC2)cc1 (stereo not drawn) | -1 | i | i | i | -1 | i | i | i | i | i | i
Cn1c(CSCc2ccc(F)cc2)nnc1SCC(=O)Nc1cccc(C(=O)O)c1 | nt | i | i | i | -12 | i | i | i | i | i | i
COc1ccc(CC(=O)NNC(=O)c2cccnc2)cc1OC | 5 | i | i | i | -11 | i | i | i | i | i | i
CCOC(=O)CSc1nc(C)c2ccccc2n1 | -1 | i | i | i | 1 | i | i | i | i | i | i
O=C1/C(=C/c2cccc(Br)c2)SC(=S)N1/N=C/c1cc([N+](=O)[O-])ccc1O | 2 | i | i | i | -1 | i | i | i | i | i | i
COc1cc(Cn2ccnc2)c(OC)cc1Cn1ccnc1 | -6 | i | i | i | 0 | i | i | i | i | i | i
COC(=O)c1c(NC(C)=O)sc(C(=O)N2CCOCC2)c1C | 7 | i | i | i | -4 | i | i | i | i | i | i
C/C(=N\NC(=S)NCCc1ccccc1)c1ccc(Cl)cc1Cl | -1 | i | i | i | 91* | i | i | i | i | i | -9.1*
COCCNC(=S)Nc1ccc([N+](=O)[O-])cc1C | 2 | i | i | i | 4 | i | i | i | i | i | i
Cc1ccc(NCc2nc3ccccc3n2CCOc2ccccc2)cc1 | 6 | i | i | i | 5 | i | i | i | i | i | i
Cc1ccc(S(=O)(=O)NNC(=O)C(O)(c2ccccc2C)c2ccccc2C)cc1 | 7 | i | i | i | 8 | i | i | i | i | i | i
COC(=O)c1ccc2ccn(CC(=O)NC(C)C)c2c1 | -46 | i | i | i | 1 | i | i | i | i | i | i
O=S(=O)(NCCc1ccccc1)c1cnc(Cl)c(Br)c1 | nt | i | nt | nt | -2 | i | nt | i | i | nt | i
CN(Cc1ccccc1)C(=O)COC(=O)c1ccc(=O)n(Cc2ccccc2)n1 | -2 | i | i | i | 47 | i | i | i | i | i | i
CNC(=S)N/N=C/c1c(C)nn(-c2cccc(Cl)c2)c1Cl | -2 | i | i | i | -5 | i | i | i | i | i | i
Cc1noc(/C=C/N(C)C)c1S(=O)(=O)N1CCC(C(=O)O)CC1 | 2 | i | i | i | 0 | i | i | i | i | i | i
O=C1CN(c2nc(-c3cccs3)nc3sc4c(c23)CCCC4)CCN1 | -3 | i | i | i | 13 | i | i | i | i | i | i
COc1cccc(C(=O)NN=C2CCCC2)c1 | 4 | i | i | i | -2 | i | i | i | i | i | i
